dFosB activator: enhances mouse delta FosB homodimer DNA binding. P13346. 340,000 compounds, 0.99% hits. activation, % at 25 µM. purified delta FosB, TAMRA-CDK5 oligo fluorescence polarization; percent of positive-control signal above neutral wells;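 active = mean activation above about 17%, with every replicate also reaching it, limit read from the data, passing the limit was not always enough; inconclusive = only one of the two conditions met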;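 also: fluorescence polarization rise as delta FosB binds a TAMRA Cdk5 AP-1 oligo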
Target sequence (P13346 whole entry, looked up): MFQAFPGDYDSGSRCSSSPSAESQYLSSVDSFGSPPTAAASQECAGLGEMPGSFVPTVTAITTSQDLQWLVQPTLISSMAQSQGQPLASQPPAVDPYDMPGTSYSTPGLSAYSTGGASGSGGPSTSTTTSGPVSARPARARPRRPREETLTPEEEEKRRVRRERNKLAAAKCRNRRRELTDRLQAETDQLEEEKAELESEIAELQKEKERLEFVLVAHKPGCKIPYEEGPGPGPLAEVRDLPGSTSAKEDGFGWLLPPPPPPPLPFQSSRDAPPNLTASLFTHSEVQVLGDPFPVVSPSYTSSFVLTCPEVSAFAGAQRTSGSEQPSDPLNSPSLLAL
HTR5A ag: counter-screen for OPRM1-OPRD1 agonists: human HTR5A agonism; HTR5A agonist assay, luminescence, cell-based; 340,000 compounds, 0.61% hits; activation, % at 9.3 µM; AID 504692; P47898; in the data active = activation mostly above about 9.5%, no sharp cut-off; inactive = mostly below about 7.6%;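 also: 0% = cells with vehicle only and 100% = reference agonist; strong numbers were not always called active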
CDK5 p35 inh: CDK5/p35 (human) kinase inhibition | Q00535+Q15078 | Recombinant CDK5/p35, ADP-Glo luminescence, 60 min | inhibition, % at 10 µM | 330,000 compounds, 0.01% hits | AID 488839;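 active = highest replicate inhibition of at least 50% and at least 75% of replicates reaching 50%; inconclusive = only one of the two criteria met; inactive = both criteria failed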;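 also: plate controls were DMSO neutral control for no effect and GW8510 at 10 µM for full effect; many of its hits are not listed in these tables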
SR-BI HDL uptake: inhibitors of mouse SR-BI mediated HDL lipid uptake | Q61009 | ldlA[mSR-BI] CHO cells, DiI-HDL uptake fluorescence, 3 h | inhibition, % at 12.5 µM | 320,000 compounds, 0.96% hits | AID 488896;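 active = mean replicate inhibition of at least 70% and a set share of replicates each scoring 70 or more; inconclusive = meets just one of the two criteria; inactive = fails both criteria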;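 also: 0% = median of neutral control wells and 100% = median of positive control wells; values of inactives mirror those of a sister screen read the other way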
Target sequence (Q61009 whole entry, looked up): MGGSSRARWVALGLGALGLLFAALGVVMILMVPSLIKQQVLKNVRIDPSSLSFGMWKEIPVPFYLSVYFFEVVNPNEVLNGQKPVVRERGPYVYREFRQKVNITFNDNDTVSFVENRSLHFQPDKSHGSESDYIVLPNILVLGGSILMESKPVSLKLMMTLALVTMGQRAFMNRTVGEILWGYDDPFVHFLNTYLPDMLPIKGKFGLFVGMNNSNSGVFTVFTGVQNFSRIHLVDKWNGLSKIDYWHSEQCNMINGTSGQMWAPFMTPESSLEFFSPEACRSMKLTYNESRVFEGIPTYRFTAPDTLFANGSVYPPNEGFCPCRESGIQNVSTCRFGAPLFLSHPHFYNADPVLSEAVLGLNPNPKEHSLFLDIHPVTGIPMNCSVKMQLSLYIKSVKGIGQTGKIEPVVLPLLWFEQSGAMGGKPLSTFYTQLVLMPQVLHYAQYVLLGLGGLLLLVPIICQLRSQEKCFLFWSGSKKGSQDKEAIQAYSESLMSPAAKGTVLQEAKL
Wnt act: activates Wnt/beta-catenin signaling in a reporter cell assay; activation, % at 9.35 µM; 300,000 compounds, 1.2% hits; activator, plate reader; in the data active = activation above about 30%, passing the limit was not always enough; inconclusive = no clear call, values can overlap the other calls;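 also: 0% = neutral control wells and 100% = positive control wells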
PvdQ acylase: P. aeruginosa PvdQ acylase inhibition; inhibition, % at 10 µM; purified PvdQ acylase, fluorescence plate reader; 340,000 compounds, 0.063% hits; in the data active = inhibition above about 30%, passing the limit was not always enough; inconclusive = no clear call, values can overlap the other calls;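 also: 0% = vehicle neutral wells and 100% = reference inhibitor wells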
SR-BI uptake up: enhances SR-BI lipid uptake from DiI-HDL; 320,000 compounds, 0.096% hits; CHO ldlA[mSR-BI] cells, DiI-HDL uptake fluorescence, 3 h; 100 = double the neutral-control signal; activation, % at 12.5 µM;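 active = mean replicate activation of at least 60% and every replicate at or above 60%; inconclusive = mean or all-replicate condition met, but not both; inactive = mean below 60% and not all replicates reaching 60%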;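 also: 0% = median plate neutral-control signal and 100% = twice that signal; values of inactives mirror those of a sister screen read the other way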
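System: CHO ldlA[mSR-BI] cells / Medium: HEPES-buffered (25 mM, pH 7.4) F12 plus 0.5% BSA / Probe or stimulus: labelled HDL, 10 µg/mL / Doses: single compound concentration, delivered by pin transfer / Schedule: 3 h, 37 °C / Measured by: DiI fluorescence, bottom read / Measure: cell-associated DiI fluorescence as measure of HDL uptake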
Rtt109 HAT inh: inhibitors of Candida albicans Rtt109/Vps75 histone acetyltransferase. Q5AAJ8. purified Rtt109/Vps75, ThioGlo CoA-SH fluorescence, 4 h. inhibition, % at 34.9 µM. 330,000 compounds, 0.16% hits. AID 540336;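 active = inhibition of at least 50% in every replicate; inconclusive = best replicate reaches 50% inhibition but some replicates fall short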
cardiac RTF act: cardiac RTF calcium sensitization | P19429+P45379 | IANBD-labeled TnC RTF fluorescence at EC20 calcium; 0% EC20 calcium, 100% full calcium | activation, % at 7.2 µM | 340,000 compounds, 0.24% hits | AID 493008;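 active = activation above the mean over all tested compounds plus 3 SD, cut at about 30% in these data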;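 also: rise in fluorescence read as greater calcium sensitivity of cardiac thin filaments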
MITF TRPM1 HTS: MITF TRPM1 promoter activation in melanoma cells. SK-MEL-5 TRPM1-promoter luciferase, 24 h; % of positive control, neutral wells = 0. AID 588334. activation, % at 12.5 µM. 300,000 compounds, 0.75% hits;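 active = mean activation of at least 80% with every replicate also reaching 80%; inconclusive = mean reaches 80% but some replicate falls short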;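 also: 0% = neutral control wells and 100% = parthenolide positive control wells; values of inactives mirror those of a sister screen read the other way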
* = called active by the depositor; ? = inconclusive; . = no result given.

SMILES	dFosB activator	HTR5A ag	CDK5 p35 inh	SR-BI HDL uptake	Wnt act	PvdQ acylase	SR-BI uptake up	Rtt109 HAT inh	cardiac RTF act	MITF TRPM1 HTS
C=CCOc1ccccc1CN1CCC(CO)(CCOc2ccccc2)CC1	0	0	0.1	-16	-1	6	16	19	3	11
CCOC(=O)c1oc2c(C)c(O)ccc2c(=O)c1-c1nncn1-c1ccccc1	-2	2	-1.4	.	.	4	.	14	-3	.
Cc1nn(-c2ccccc2)c2c1C1(C(=O)N(C)c3ccccc31)N(c1ccccc1)C(=O)N2 (stereo not drawn)	-8	-5	0.5	18	.	-15	-18	-11	8	-16
Cc1cc(C(=O)Nc2c(C)nn(Cc3ccccc3Cl)c2C)no1	-4	-1	0.6	11	.	5	-11	17	-4	3
O=C(NC(=S)Nc1cccnc1Cl)c1ccco1	-7	3	2.5	.	1	-5	.	3	-2	59
O=C(Cn1c(CO)nc2ccccc21)NCCc1ccc(F)cc1	-1	.	0.0	-19	1	2	19	6	8	-2
O=C(OCC1COc2ccccc2O1)c1ccccc1F (stereo not drawn)	-6	1	0.4	-13	-1	-9	13	-3	-8	51
Cc1nc(NC(=O)c2oc3ccccc3c2C)sc1C(=O)N(C)C	-21	1	0.2	-11	17	-5	11	-4	-1	57
CCc1ccc(CN2CCC(Oc3ccc(C(=O)N4CCCCC4)cc3)CC2)cc1	-13	-1	-0.4	50	-4	-8	-50	3	-3	0
COc1ccc(CCCc2nnc(SCC(=O)Nc3nc(C)cs3)n2C)cc1	-8	-5	-0.1	-11	.	-19	11	-5	3	-1
COc1cccc(NS(=O)(=O)c2ccc3c(c2)N(C(C)=O)CCO3)c1	-3	3	1.8	-21	-1	5	21	16	-2	-2
COc1ccc(C(=O)C2CCCN(C3Cc4ccccc4C3)C2)cc1OC (stereo not drawn)	-9	-5	-0.3	8	11	2	-8	0	-7	1
COc1ccc(C2=NN(C(=O)c3ccccc3)C(c3ccc(OC)c(OC)c3)C2)cc1OC (stereo not drawn)	-6	-2	0.4	-3	-4	2	3	3	2	2
O=C(Cc1ccccc1)Nc1ccnn1C1CCN(Cc2nccs2)CC1	2	1	-0.7	-23	0	-11	23	-5	0	-2
Cc1ccc2nc(SCC(=O)NCc3ccc(F)cc3)[nH]c2c1	-13	7	1.8	16	1	-21	-16	6	-5	.

Complete entries, quoted from the list. Values in the order: dFosB activator, HTR5A ag, CDK5 p35 inh, SR-BI HDL uptake, Wnt act, PvdQ acylase, SR-BI uptake up, Rtt109 HAT inh, cardiac RTF act, MITF TRPM1 HTS
Shown for O=C(Cc1ccccc1)Nc1ccnn1C1CCN(Cc2nccs2)CC1 → 2, 1, -0.7, -23, 0, -11, 23, -5, 0, -2
Shown for COc1ccc(C2=NN(C(=O)c3ccccc3)C(c3ccc(OC)c(OC)c3)C2)cc1OC (stereo not drawn) → -6, -2, 0.4, -3, -4, 2, 3, 3, 2, 2

(more compounds)
SMILES	dFosB activator	HTR5A ag	CDK5 p35 inh	SR-BI HDL uptake	Wnt act	PvdQ acylase	SR-BI uptake up	Rtt109 HAT inh	cardiac RTF act	MITF TRPM1 HTS
O=C(Nc1cc(S(=O)(=O)N2CCCCC2)ccc1N1CCOCC1)c1ccc(F)cc1	-6	2	-0.1	15	-1	-8	-15	17	8	6
O=C(CCCOc1ccccc1)Nc1ccc2c(c1)OCCO2	-4	1	1.1	-27	25	7	27	10	-7	26
OCCN1CCN(Cc2nc(-c3cccc(Cl)c3)no2)CC1	-4	-4	-0.3	2	-1	5	-2	.	-5	18
O=C(Nc1ccncc1)c1ccccc1F	6	0	1.9	3	.	-5	-3	-11	-6	15
CCOCCCNS(=O)(=O)c1ccc(-n2cnnn2)c(OC)c1	11	4	-1.3	-2	.	-13	2	-2	6	7
Cc1nnc(SCC(=O)c2c(N)n(C3CC3)c(=O)[nH]c2=O)n1C	-2	-1	1.7	-18	-3	-10	18	-2	5	5
COc1cc2cc(Oc3ccc4ccc(=O)oc4c3)c(=O)oc2cc1OC1OC(COC(=O)CC(C)(O)CC(=O)O)C(O)C(O)C1O (stereo not drawn)	-12	3	-1.2	-27	-2	-15	27	-11	7	-8
COc1ccc(S(=O)(=O)N2CCN(C(=O)C3COc4ccccc4O3)CC2)cc1 (stereo not drawn)	-15	7	-2.4	-15	-5	-20	15	1	-4	-15
COc1ccc(/C(N)=N/OC(=O)c2ccc([N+](=O)[O-])c(C)c2)cc1OC	0	0	-2.2	8	4	-12	-8	-2	7	43
Nc1nc2c(F)cccc2s1	4	2	0.6	5	.	-7	-5	-36	-3	9
Cc1ccc(NC(=O)CN(C)CCOc2ccccc2)c([N+](=O)[O-])c1	3	-1	1.5	-1	-3	-8	1	-1	-6	7
O=C(COc1ccc(Br)cc1F)N1CCN(c2ncccn2)CC1	-7	3	1.4	-31	-8	-18	31	-3	3	-6
CSc1cccc(N/C(=N/S(=O)(=O)c2ccccc2)NN)c1	-6	4	0.6	21	-2	-17	-21	3	-2	-8
Cc1ccc(NC(=O)c2ccco2)cc1NC(=O)CSc1nnc(-c2cccs2)n1C	-7	4	-0.5	21	-6	5	-21	16	2	-9
CCCCn1c(=O)[nH]c(=O)c2c1ncn2Cc1ccco1	0	4	1.6	12	-2	-12	-12	2	8	6
CCCC(=O)Nc1nc2c(c(=O)[nH]1)CCCC2	0	4	-1.1	-6	.	-10	6	3	8	-8
O=c1c2ccccc2n(CC(O)CN2CCCCC2)c2ccccc12 (stereo not drawn)	-9	.	1.6	-13	-1	-9	13	-223	.	.
Cc1ccnc(NC(=O)CCC(=O)N(CC(=O)NCc2ccc(F)cc2)c2cccc(F)c2)c1	-9	-2	1.6	12	5	-9	-12	-20	-3	-4
Cc1c(/C=N\NC(=O)C2COc3ccc(C(C)(C)C)cc3O2)c2ccccc2n1C (stereo not drawn)	-18	1	-0.1	32	-1	-3	-32	14	-29	-8
CNC(=S)NNC(=O)c1cccn(Cc2cccc(Cl)c2)c1=O	0	-2	-4.8	-13	.	-20	13	0	1	4
Cc1ccc(CCNC(=O)CN(c2cc(C)cc(C)c2)S(=O)(=O)c2c(C)noc2C)cc1	5	-1	-2.3	3	-5	-6	-3	-3	-5	-16
Cc1c(C)c2ccc(OCC(=O)NCCc3c[nH]c4ccccc34)c(C)c2oc1=O	2	1	-0.3	21	0	7	-21	-1	6	9
COc1ccc(N2Cc3ccccc3C2=NC(=O)c2cccc([N+](=O)[O-])c2)cc1	2	-3	-1.3	11	-4	-9	-11	4	2	11
Cc1cc2nc(N3CCN(C(=O)c4ccco4)CC3)sc2cc1C	-9	1	-0.2	-19	?	-5	19	-10	-5	116*
Cn1cnnc1SCCOc1ccc(Cl)cc1	1	-1	0.1	-9	-2	10	9	-1	-1	12
Cc1ccc(-n2cnc3ncnc(-c4ccccc4)c32)cc1	-11	-3	-1.5	-9	-1	1	9	22	1	-4
O=[N+]([O-])c1ccc(C(=S)N2CCCC2)cc1	11	1	-1.0	-20	37*	-5	20	-7	4	-6
O=C(CNC(=O)c1ccco1)OCc1ccccc1F	2	7	1.8	-11	-7	12	11	-3	-9	0
CN(C)CCCN(C(=O)c1ccco1)c1nc2c(F)cccc2s1	-30	1	-4.1	.	1	0	.	-1	2	11
O=C(Nc1cccc(S(=O)(=O)NC2=NCCC2)c1)c1cnc(Cl)c(Cl)c1	-11	-3	-1.4	-4	0	-11	4	-1	-2	11
O=C(Cc1ccccc1)NNC1=NS(=O)(=O)c2ccccc21	2	1	-0.1	-10	1	-5	10	-6	6	4
O=C(Nc1ccc(F)cc1)N1CCC(c2nc3c(nnn3Cc3cccc(Cl)c3)c(=O)[nH]2)CC1	-16	6	-0.5	-1	.	-9	1	14	-2	1
O=C(O)c1ccc(S(=O)(=O)N(CCc2ccccc2)Cc2ccc(Cl)cc2)cc1	-11	0	-1.9	10	-1	-5	-10	-1	0	.
O=C(COC(=O)C(Cc1ccccc1)NC(=O)c1cccs1)NCc1ccccc1 (stereo not drawn)	-9	7	-8.2	10	-1	-23	-10	5	7	6
Cc1ccc(N=Cc2ccc(N(C)C)cc2)cc1	1	-1	0.1	-58	.	-2	58	-7	-1	0
CC(C)C[C@H](NC(=O)c1nc[nH]c1C(=O)N1CCN(C(=O)OC(C)(C)C)CC1)C(=O)OCc1ccccc1	-21	14	-2.6	-21	-5	-9	21	-11	3	-9
COc1ccc2ccccc2c1C(O)c1nccn1C (stereo not drawn)	4	0	0.9	-25	.	-15	25	-44	84*	-8
COc1ccc(C(=O)CCC(=O)Nc2cc(Cl)c(O)c(Cl)c2)cc1	6	-1	-0.6	25	-3	-9	-25	.	-3	0
Cc1c(NC(=O)CSc2ccccc2F)c(=O)n(-c2ccccc2)n1C	7	7	0.8	-4	-1	6	4	-6	3	-11
O=C(Nc1ccc(CN2CCOCC2)cc1)c1ccc(Br)o1	-6	3	1.6	.	13	8	.	-7	-3	78
COc1ccccc1NC(=O)c1nn(-c2ccc(Cl)cc2)ccc1=O	1	-7	1.7	4	.	-5	-4	-2	0	-4
COC(=O)c1[nH]c2cc(OC)c(OC)cc2c1/C=N/Nc1ccccc1	-7	6	2.4	121*	4	-15	-121	.	-7	23
COc1ccc(CN2C(=O)c3cccnc3C2=O)cc1S(=O)(=O)N(C)c1ccc(C)cc1	-13	1	1.6	-13	2	0	13	-3	1	-8
O=C1c2ccccc2C(=O)N1CCOc1ccccc1Br	-1	1	1.1	11	0	-2	-11	2	-1	37
O=C(CSc1nnnn1C1CCCCC1)Nc1ccc2c(c1)OCO2	1	-1	1.5	-11	.	2	11	-4	-1	-5
Cc1ccc(C)c(S(=O)(=O)C(C#N)c2nc3ccccc3nc2N2CCOCC2)c1 (stereo not drawn)	-6	0	-1.7	-2	.	12	2	.	-1	.
COc1ccc(CC(=O)Nc2ccc(-c3cn4cccc(C)c4n3)cc2)cc1OC	-3	-2	1.0	66	.	6	-66	-7	-3	-9
O=C(CSc1nnc(-c2ccco2)n1Cc1ccccc1)OC1CCCCC1	-1	-2	-1.0	-6	.	-11	6	5	3	.
O=c1cc(-c2cccc(Br)c2)nc(-c2ccccc2F)o1	-4	1	2.8	-15	.	8	15	10	1	7
CCc1nc(C)cn1S(=O)(=O)c1cc(C)c(OC)c(C)c1C	1	4	-1.8	-31	.	1	31	-1	-1	12
Cc1ccc(CNc2nnnn2C)cc1	-2	0	-0.1	16	1	-9	-16	-1	-15	10
CNC(=O)CO/N=C/c1ccc(N(C)C)cc1	6	4	-0.1	-6	0	-14	6	-19	4	10
CCOC(=O)c1cnc(SCCN2CCOCC2)nc1N	0	9	0.6	-2	.	-8	2	-3	1	27
CCOc1ccc(NC(=O)c2ccc(N3CC4CC(C3)c3cccc(=O)n3C4)c(NC(=O)c3ccncc3)c2)cc1 (stereo not drawn)	-2	-3	0.9	3	1	-9	-3	6	-1	8
Cc1ccccc1-c1nc2sc(C)c(C)c2c(=O)o1	-3	-3	-1.0	14	10	-11	-14	1	2	.

Screens deposited in PubChem by several laboratories.
